Assay outcomes as filed in PubChem.
Hep lipid drop: hepatic lipid droplet formation modulation. AML12 mouse hepatocytes, oleate lipid droplets, BODIPY imaging. inhibition, % at 6.5 µM. actives 0.4% (n = 240,000). AID 1656;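 active = lipid droplet intensity inhibited by at least 50%, with more than 500 cells counted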
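material = mouse AML12 hepatocyte cell line, fixed after treatment | also added = 100 µM oleic acid challenge | doses = compound at 6.5 µM only | schedule = overnight exposure | technique = Image-based BODIPY and DAPI two-channel analysis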
Autophagy mod: alters autophagy in cells | MEF GFP-LC3 puncta imaging; test concentration mostly 10 µM | calls only at 10 µM (by protocol) | actives 0.98% (n = 190,000) | AID 463193;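 active = percentage of spot-positive cells more than 3 SD above its plate mean, without a fluorescence outlier flag or 80% toxicity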;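 also: spot-positive cell cutoff set from DMSO-treated cells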
ER stress rescue: rescue of cells from ER stress-induced death, primary screen, 384-well, CSM14.1, thapsigargin, ATP luminescence (AID 1222). CSM14.1 thapsigargin-induced death rescue, ATP luminescence; higher % means a stronger effect. cellular ATP content (survival), % at 20 µM, or EC50 in µM where a hit was titrated. 190,000 tested, under 10 active;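 active = EC50 below 50 µM in the dose-response confirmation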;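 also: death triggered by thapsigargin at about 15 µM added after 2 h compound pretreatment; cell ATP read after overnight thapsigargin exposure of roughly 18 to 22 hours; normalized against plate controls of thapsigargin alone and 5% DMSO vehicle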
MT stabilize HCS: microtubule stabilization, imaging screen; HeLa tubulin immunostaining HCS, 24 h; share of cells brighter than vehicle mean+2SD; % tubulin-high responders, % at 10 µM; actives 0.83% (n = 200,000); AID 2205;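 active = plate Z-score above 3 for both tubulin-high and condensed-nucleus cell shares, with cell loss under 80%, at 10 µM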;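 also: anti alpha tubulin signal scored within the nucleus-defined area of each cell; some results filed as inactive read as strong as hits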
Insulin prom up: MIN6 insulin promoter up-regulation | z-score at 5 µM | AID 1625 | actives 0.3% (n = 190,000) | MIN6 insulin promoter-GFP reporter, high-content imaging; stronger effect = higher value;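 active = z-score above 3 at 5 µM with at least 500 cells counted in the well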
Dynein transport: blocks dynein driven cargo transport along microtubules; actives 0.47% (n = 220,000); 3617.4 mouse cells, GR-EGFP nuclear translocation imaging; test concentration mostly 20 µM; stimulated with dexamethasone, 1 µM; stronger effect = lower value; z-score, hits read low; AID 1381;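 active = plate z-score of nuclear minus cytoplasmic receptor signal below a set negative limit, without overly bright fluorescence or cell loss, cut at about -3.5 in these data, passing the limit was not always enough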;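 also: z-score of nuclear minus cytoplasmic ring GR-EGFP intensity difference per well; some compounds called inactive have numbers as strong as hits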
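Buffer or medium: Induction medium lacking tetracycline, stripped serum | Also added: Dexamethasone agonist, 1.0 µM final, for 30 min | Timing: 48 h induction, 1 h compound, 30 min dex at 37 °C | Detection: Formaldehyde fixation, Hoechst nuclear stain, 10x automated fluorescence imaging | Measure: Nuclear versus cytoplasmic GR-EGFP signal, averaged per well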
P. falciparum M1AAP: malaria alanyl aminopeptidase activity blockers – biochemical, fluorogenic H-Leu-NHMec substrate, 1536-well (AID 1445) | recombinant M1AAP, H-Leu-NHMec fluorogenic kinetic assay; higher % means a stronger effect | inhibition, % at 30 µM; hits with a dose series show IC50 in µM | actives 0.42% (n = 220,000);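 active = primary inhibition above the hit cutoff, then over 50% inhibition at one or more dose response concentrations, cut at about 23% in these data, passing the limit was not always enough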;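 also: plate controls were DMSO full reaction for no effect and no enzyme background for full effect; strong numbers were not always called active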
P. falciparum M17LAP: P. falciparum M17LAP inhibitors, primary screen, biochemical, fluorogenic H-Leu-NHMec substrate, 1536-well (AID 1619) | recombinant M17LAP, H-Leu-NHMec fluorogenic kinetic assay; higher % means a stronger effect | inhibition, % at 30 µM, or IC50 in µM where a hit was titrated | actives 0.38% (n = 220,000);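 active = compound inhibiting the enzyme by more than half at any dose during confirmatory dose-response retesting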;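 also: plate controls were full reaction with DMSO carrier for no effect and no enzyme background for full effect; strong numbers were not always called active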
Yfh1-depleted yeast: enhancers of respiration in Yfh1-depleted yeast, dose response, Friedreich's ataxia, plus single-dose screen (AID 1465). S. cerevisiae Yfh1-off respiration, WST-1 reduction, 72 h; higher fold induction means a stronger effect. one-dose fold induction at 50 µM; EC50 in µM for titrated hits. actives 0.074% (n = 220,000);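 active = fold induction of absorbance versus untreated yeast above a set limit, then at least 30% activation at any dose in follow-up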;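 also: activators that raise dye reduction in frataxin-depleted yeast; strong numbers were not always called active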
Dynein transport cytoplasmic EGFP: second read-out of Dynein transport, no call of its own (marks repeat the call); z-score; measured here: cytoplasmic GR-EGFP intensity; stronger effect = higher value
Dynein transport nuclear GR-EGFP: further read-out of Dynein transport, marked with its call; z-score; measured here: nuclear GR-EGFP intensity;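 lower value marks the stronger effect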
Dynein transport cell count: further read-out of Dynein transport, marked with its call; z-score; measured here: cell count per field
Insulin prom up cell count: recorded beside Insulin prom up, whose call it bears; cell count; measured here: cytotoxicity, nuclei count;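 total cells summed across four imaged fields per well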
Hep lipid drop cells 6.5 µM: further read-out of Hep lipid drop, marked with its call; cell count; measured here: cell count, cytotoxicity flag;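 cells counted across two imaged fields per well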
MT stabilize HCS Hoechst-high %: also measured in MT stabilize HCS; calls as there; % Hoechst-high responders; measured here: nuclear condensation Hoechst responders;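 share of cells brighter than vehicle mean plus two SD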
MT stabilize HCS cytotoxicity %: further read-out of MT stabilize HCS, marked with its call; toxicity, %; measured here: cytotoxicity by cell density;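 0% = mean cell density of plate MIN control wells and 100% = no cells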
Autophagy mod cell loss 18 h: also measured in Autophagy mod; calls as there; toxicity, %; measured here: cell loss, nuclei count;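 cell loss after 18 h compound exposure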
Starred values were filed as active, the others as inactive; i = inactive; x = no result given.

Every second line gives: Hep lipid drop, Hep lipid drop cells 6.5 µM, Autophagy mod, Autophagy mod cell loss 18 h, ER stress rescue, MT stabilize HCS, MT stabilize HCS Hoechst-high %, MT stabilize HCS cytotoxicity %, Insulin prom up, Insulin prom up cell count, Dynein transport, Dynein transport cytoplasmic EGFP, Dynein transport nuclear GR-EGFP, Dynein transport cell count, P. falciparum M1AAP, P. falciparum M17LAP, Yfh1-depleted yeast
1	O=C(NCCc1cccc(Cl)c1)c1cc([N+](=O)[O-])ccc1Cl
→ 4.2, 634, i, -6.7, -0.8%, 1.6, 1.7, 0.4, 0.19, 1474, -0.299, -0.212, -0.0588, -0.19, -6.4%, 0.4%, i
2	S=C(NCc1ccccc1)NC1CCCCC1
→ -6.7, 780, i, -5.4, -1.1%, 2.5, 1.5, 1.6, -0.86, 1406, -0.845, -0.269, -0.336, 0.476, -5.7%, -8.4%, i
3	CCc1cc2c(=O)c(-c3ccon3)c(N)oc2cc1OC
→ x, x, i, 9.4, -4.4%, 3.2, 2.9, 1.7, x, x, -0.711, -0.259, -0.0731, 0.803, -16.8%, -3.4%, i
4	O=C1CCC(C(=O)NCCN2C(=O)S/C(=C\c3cccnc3)C2=O)=NN1
→ 3.0, 708, i, 14.9, -1.1%, 3.8, 1.9, 22.3, -1.34, 1338, -0.0746, -0.261, 0.469, -0.0786, 2.9%, 6.6%, i
5	Cc1c(-n2c(CN3C(=O)c4ccccc4C3=O)nc3ccccc3c2=O)c(=O)n(-c2ccccc2)n1C
→ x, x, i, 0.0, x, 2.1, 0.9, 6.4, x, x, -1.02, -0.234, -0.314, 0.436, x, x, i
6	O=C1C2CC=CCC2C(=O)N1CC(=O)N(Cc1ccccc1)C1CCS(=O)(=O)C1 (centres undefined)
→ x, x, i, -14.4, -0.5%, 3.7, 2.0, 7.3, 0.1, 1222, 0.744, 0.25, 1.32, -1.56, -3.9%, 1.6%, i
7	NS(=O)(=O)c1ccc(CCNC(=O)Nc2ccc(Cl)cc2)cc1
→ x, x, i, -9.1, -3.2%, 3.2, 1.7, 1.7, 0.75, 1158, -0.287, -0.199, 0.0999, -0.374, 3.2%, -0.2%, i
8	COc1ccc(-n2c(Cc3cccn3C)nnc2SCC(=O)NCC2CCCO2)cc1 (centres undefined)
→ -4.4, 682, x, x, x, 3.3, 1.5, 5.9, -0.58, 1589, -0.339, -0.178, 0.0706, -0.342, 6.2%, -6.4%, i
9	Cc1cc(Cl)ccc1OCC(=O)NCCOC(=O)Nc1sc(=S)n(C)c1C
→ 3.2, 595, i, 2.9, -1.5%, 3.4, 2.7, 5.4, -0.53, 1544, -1.03, -0.0305, -0.26, 0.107, 1.1%, -9.1%, i
10	CCO[C@H]1OC(C(=O)N2CCN(Cc3ccccc3)CC2)=C[C@@H](C2CCCCC2)[C@@H]1CCCO
→ -16.4, 710, i, 3.9, 0.8%, 2.3, 0.7, 5.3, x, x, 3.98, -0.287, 2.36, -0.739, -5.8%, -10.2%, i
11	COC(=O)Cc1ccc(NC(=S)NCCCO)cc1
→ -5.7, 801, i, -35.2, 2.8%, 3.2, 3.5, 7.1, x, x, 0.596, -0.251, 0.117, 0.913, 2.6%, -10.0%, i
12	O=C(CSc1ncnc2c1cnn2Cc1ccccc1)Nc1ccc2c(c1)OCCO2
→ 9.9, 747, i, -0.6, x, 0.7, 1.2, 0.5, 0.3, 997, -0.583, -0.279, -0.0949, 0.0233, 0.3%, 8.7%, i
13	O=C(Nc1ccc(Cl)c(Cl)c1)N1CC=C(c2ccccc2)CC1
→ x, x, i, -2.8, -0.6%, 2.8, 1.9, 8.7, -0.23, 1546, -0.452, -0.16, -0.885, -0.355, 8.0%, 1.7%, i
14	COCCn1c(SCC(=O)Nc2nnc(C)s2)nnc1-c1ccoc1C
→ -0.1, 683, i, -2.7, -1.4%, 6.9, 1.7, 4.5, -0.02, 1568, -0.152, -0.307, -0.387, 0.0599, 2.7%, -0.6%, i
15	O=C(/C(=N/O)n1cncn1)c1ccccc1Cl
→ 3.0, 734, x, x, x, x, x, x, -0.23, 1055, 0.646, -0.199, 0.739, -0.23, -0.6%, -2.4%, i
16	CC1(C)CC(=O)C2=C(C1)OC(N)=C(C#N)C2c1ccccc1 (centres undefined)
→ x, x, i, -8.4, 0.2%, 2.5, 1.9, 9.5, 0, 1322, 0.217, -0.229, 0.33, 0.616, 3.5%, -3.5%, i
17	COC(=O)c1ccc(S(=O)(=O)c2ccc(C(=O)OC)s2)s1
→ x, x, i, -4.8, 1.3%, 4.0, 3.3, 8.3, 0.53, 1536, 0.311, -0.192, 0.349, -0.0373, 0.8%, 0.9%, i
18	CN(C)CCOC(=O)NC12CC3CC(CC(C3)C1)C2
→ 0.8, 730, x, x, x, x, x, x, -0.1, 1458, -0.821, -0.247, -0.401, 0.569, 1.8%, 0.8%, i
19	COc1ccc(-n2c(SCC(=O)Nc3nccs3)nc3c(c2=O)SCC3)cc1
→ -15.1, 708, i, 3.6, -3.2%, 1.9, 2.0, 5.0, 0.67, 1672, 1.47, -0.127, 0.935, -0.556, -1.0%, 6.5%, i
20	Cc1ccc(S(=O)(=O)NCCCN2CCOCC2)c(C)c1
→ x, x, i, 12.1, 1.3%, 5.3, 1.7, 3.9, -0.2, 1334, -0.161, -0.0433, 0.386, 0.442, 13.7%, 6.8%, i
21	Cn1c(=O)cc2c3c(c(N4CCCCC4)ccc31)C(=O)c1ccccc1-2
→ 3.2, 658, x, x, x, x, x, x, -0.45, 1028, -0.745, -0.0863, -0.435, 0.721, 15.6%, 0.6%, i
22	Cc1cc(C)nc(SCc2cc(=O)c(OC(=O)c3ccc(Br)o3)co2)n1
→ -17.6, 683, i, 2.5, 3.8%, 2.6, 1.7, 0.7, -0.69, 1406, -0.904, -0.153, -0.275, 0.368, 1.2%, 2.5%, i
23	CC(C)OC(=O)CC(=O)CSc1nc(-c2ccc(F)cc2)cc(-c2ccccc2)c1C#N
→ -32.2, 672, i, -1.2, 1.5%, 1.2, 2.3, 1.9, 0.5, 1554, -0.181, 0.0422, -0.135, 0.692, 5.4%, -5.3%, i
24	CC(C)(C)NC(=O)C(c1ccncc1)N(C(=O)Cn1nnc(-c2ccc(F)cc2)n1)c1ccccc1 (centres undefined)
→ 9.4, 710, i, 2.5, -0.6%, 3.3, 2.6, 6.7, 0.35, 1581, 0.94, 0.0195, 0.739, -1.86, 1.1%, -8.5%, i
25	Cc1cc2cc(C)c(SCC(=O)NCc3ccco3)nc2cc1C
→ -12.1, 705, i, 0.4, 2.0%, 4.0, 1.5, 11.7, -0.41, 1449, -0.152, -0.225, -0.0213, 0.486, 3.5%, 8.2%, i
26	Cc1cc(NC(=O)Cc2c(F)cccc2Cl)no1
→ -0.8, 597, i, 2.0, -1.7%, 1.3, 1.2, 2.6, -0.01, 1862, -1.45, -0.192, -0.785, 0.643, 18.0%, 5.2%, i
27	O=C(C1=C[C@H](c2csc3ccccc23)C[C@H](OCc2ccc(CO)cc2)O1)N1CCN(Cc2ccc3c(c2)OCO3)CC1
→ -15.5, 663, i, 12.9, -0.6%, 2.6, 2.0, 11.8, -0.67, 1331, -0.846, -0.294, -0.175, 0.25, 7.9%, -0.7%, i
28	CCN(C(=O)c1cnc(OC)cc1C(F)(F)F)c1ccc(Cl)cc1
→ -38.9, 674, x, x, x, x, x, x, -0.39, 1446, 0.358, -0.21, 0.131, -0.939, 5.5%, 4.1%, i
29	Cc1cc(C)n(CC(=O)N2N=C(C(F)F)CC2(O)C(F)F)n1 (centres undefined)
→ 7.4, 595, i, 11.5, 12.7%, 2.2, 4.2, 11.3, -0.2, 1405, 1.59, -0.21, 0.836, -1.22, 4.8%, 1.3%, i
30	O=C(c1ccc(COc2c(F)c(F)c(F)c(F)c2F)o1)N1CCOCC1
→ -11.5, 695, i, 4.5, x, 3.7, 2.8, 7.3, -1.17, 1339, -0.0035, -0.128, -0.02, 0.13, 9.0%, 7.3%, i
31	CC(C)n1c(SCC(N)=O)nc2c1c(=O)n(C)c(=O)n2C
→ x, x, i, 13.8, -2.5%, 3.4, 1.6, 6.7, -0.35, 1237, -0.845, -0.264, -0.558, 1.24, -2.8%, 8.6%, i
32	O=C(CCNS(=O)(=O)c1ccccc1C(F)(F)F)NCc1ccc2c(c1)OCO2
→ 5.3, 754, i, -4.6, 3.0%, 1.9, 2.0, 6.2, 0.3, 929, 1.97, -0.00788, 1.66, -1.17, 2.4%, 16.9%, i
33	COc1cccc(CN2CCNC(=O)C2CC(=O)NCc2cn3cccc(C)c3n2)c1OC (centres undefined)
→ -0.6, 731, i, -7.2, -0.8%, 1.4, 1.5, 6.0, -0.26, 1376, -0.455, -0.349, -0.259, 0.679, 4.1%, 9.4%, i
